West Nile antiviral – inhibition of WNV-induced cytopathic effect – cell-based, CPE readout (AID 1621). hit rate 0.02% among 290,000. CPE inhibition, % at 10 µM; hits with a dose series show IC50 in µM. West Nile virus-infected cells, CPE inhibition; higher % means a stronger effect; in the data active = a potency from the dose series; inconclusive = CPE inhibition mostly from about 3.7% at the one dose, without a potency; inactive = the rest, 99 in 100 with CPE inhibition below about 2.2%; also: strong numbers were not always called active
Myeloid diff 2 – myeloid differentiation induction. hit rate 1% among 360,000. calls only at 10 µM. ER-HoxA9 myeloid progenitors, lysozyme-GFP differentiation, flow cytometry;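 active = normalized GFP-positive differentiation at or above the plate's own cutoff, the solvent-only control mean plus 3 SD; inconclusive = no clear call, values can overlap the other calls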;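 also: cells exposed to compound for four days before flow analysis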
SV40 large T antigen – SV40 large T antigen inhibitors, biochemical (AID 1903); inhibition, % at 20 µM, or IC50 in µM where a hit was titrated; hit rate 0.39% among 310,000; SV40 large T antigen ATPase/helicase inhibition assay; higher % means a stronger effect; in the data active = a potency from the dose series; inconclusive = inhibition mostly from about 32% at the one dose, without a potency; inactive = the rest, 99 in 100 with inhibition below about 32%; also: strong numbers were not always called active
WT yeast gro inh – growth inhibition of WT yeast, mitochondrial fusion screen | mitochondrial fusion phenotypic screen, WT strain | inhibition, % at 10 µM | hit rate 2.1% among 190,000 | AID 1362; in the data active = inhibition above about 58%; tested in S. cerevisiae
T cell modulator – modulates CD8 T cell binding to vesicles; 2C CD8+ T cell-vesicle binding, flow cytometry; active compounds read low; calls only at 7 µM; hit rate 0.068% among 330,000; AID 2052;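 active = response, share of CD8 T cells binding vesicles, and their 90th percentile fluorescence all below set limits, cut at about 80% in these data, passing the limit was not always enough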
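Benchmarks: naked versus QL9-loaded vesicles / Assay system: purified 2C TCR transgenic mouse naive CD8+ T cells / Technique: high-throughput flow cytometry with anti-B7-1 and anti-CD8 staining / Timing: Cell–vesicle co-incubation 1.5 h at 37 °C, staining 20 min on ice / Read-out: percent CD8+ FL2 mean versus row control / Probe or stimulus: QL9-loaded Drosophila micro-vesicles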
bCat nuc transl – alters nuclear translocation of beta-catenin in HeLa cells; immunofluorescence imaging; nuclear translocation activity, % at 5 µM; hit rate 0.3% among 190,000; AID 1665;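 active = nuclear translocation activity above 50% at 5 µM, with a well cell count of 50 or more; inconclusive = wells under 50 cells across six images, flagged as toxic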;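 also: per-cell ratio of nuclear to cytoplasmic median beta-catenin stain intensity; plate controls were DMSO negative control for no effect and GSK-3 inhibitor IX positive control for full effect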
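test system = HeLa cells, endogenous beta-catenin | dosing = single 5 µM dose plus 0.02–20 µM confirmation series | times = compound treatment 24 h, 37°C, 5% CO2 | technique = beta-catenin immunofluorescence imaging with DAPI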
Salmonella PhoP GFP – inhibitors of PhoP regulon expression, primary screen, Salmonella Typhimurium, GFP reporter (AID 1863); S. Typhimurium PhoP-regulated promoter GFP reporter, 4 h; higher % means a stronger effect; inhibition, % at 50 µM; hits with a dose series show IC50 in µM; hit rate 0.16% among 300,000;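 active = inhibition over 29.93%, a cutoff 3 SD above the screen mean, later confirmed by dose response; inconclusive = inhibition over 29.93% but no dose response follow-up; inactive = inhibition at most 29.93% or unconfirmed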;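 also: 0% = low Mg2+ inducing control and 100% = high Mg2+ repressing control; strong numbers were not always called active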
RSV CPE inhibition – RSV antiviral activity via CPE protection, HEp-2 cells, primary 10 µM value included (AID 2391); HEp-2 cells, RSV-induced CPE inhibition; higher % means a stronger effect; hit rate 0.13% among 310,000; one-dose CPE inhibition, % at 10 µM; IC50 in µM for titrated hits; in the data active = a potency from the dose series; inconclusive = CPE inhibition mostly from about 23% at the one dose, without a potency; inactive = the rest, 99 in 100 with CPE inhibition below about 21%; also: strong numbers were not always called active
Rac1 GTP hydrolysis – MgcRacGAP GTPase-activating activity inhibitors, confirmation, biochemical, ADP Hunter fluorescence; MgcRacGAP-stimulated Rac1 GTP hydrolysis, ADP Hunter fluorescence; higher % means a stronger effect; GST-tagged Rac1 F28L mutant substrate; hit rate 0.6% among 340,000; inhibition, % at 30 µM; hits with a dose series show IC50 in µM;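 active = first-screen hits whose inhibition reached a set limit at any dose in the follow-up dose series; inconclusive = inhibition above the set first-screen limit but never retested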;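 also: fluorescence reports GDP produced by GAP-driven GTP hydrolysis; strong numbers were not always called active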
WT yeast gro inh mutant strain – second read-out of WT yeast gro inh, no call of its own (marks repeat the call); inhibition, %; mitochondrial fusion phenotypic screen, mutant strain inhibition
bCat nuc transl cell count 5 µM – further read-out of bCat nuc transl, marked with its call; cell count; measured here: cell count, cytotoxicity flag
T cell modulator vesicle-bound % – recorded beside T cell modulator, whose call it bears; double positive events, %; measured here: CD8+ vesicle-bound cell fraction;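 binding gate set so that unloaded-vesicle control wells show 10% double positive cells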
Myeloid diff 2 GFP+ MAC1+ % – also measured in Myeloid diff 2; calls as there; GFP+ MAC1+ double positive, %; measured here: differentiation confirmed by MAC1 staining
* marks the source's active call; other numbers are inactive results; i = inactive; ? = inconclusive; . = not tested or not shown; + = active, no number.

SMILES	West Nile antiviral	Myeloid diff 2	Myeloid diff 2 GFP+ MAC1+ %	SV40 large T antigen	WT yeast gro inh	WT yeast gro inh mutant strain	T cell modulator	T cell modulator vesicle-bound %	bCat nuc transl	bCat nuc transl cell count 5 µM	Salmonella PhoP GFP	RSV CPE inhibition	Rac1 GTP hydrolysis
CC1CN(C(=O)COC(=O)c2ccc(C#N)cc2)CC(C)O1 (stereo unspecified)	-0.5%	.	.	3%	.	.	i	52	.	.	6%	2.0%	3%
Cc1cnc(NC(=O)C2CCCO2)s1 (stereo unspecified)	.	i	0.7	-2%	1	-21	i	12	.	.	3%	0.7%	-1%
Cc1ccc(-n2c(C)cc(=O)cc2C)c(C)c1	-0.6%	i	0.6	0%	-10	19	i	49	-0.5	1134	-4%	4.2%	6%
Cc1ccc(S(=O)(=O)Nc2ccc(OCC(=O)N3CCOCC3)cc2)c(C)c1NS(C)(=O)=O	0.6%	i	0.8	-4%	.	.	i	25	.	.	-2%	-0.3%	3%
CCOC(=O)c1ccc(NC(=O)C2(c3ccccc3)CCOCC2)cc1	-0.4%	i	1.4	1%	13	4	i	55	-1.2	498	2%	3.4%	3%
O=C(Oc1ccc[nH]c1=O)c1cccc(Cl)c1	0.0%	.	.	9%	.	.	i	64	-0.1	1092	3%	-3.8%	5%
CCOc1ccc(NC(=O)Nc2ccc(Cc3ccncc3)cc2)cc1	0.1%	i	0.0	15%	.	.	i	27	0.0	1285	.	10%	-2%
O=S(=O)(c1ccc(F)c(F)c1F)N1CCN(C(=S)Nc2ccccc2)CC1	-1.3%	i	0.2	3%	6	12	i	48	-2.6	1072	-7%	9.8%	1%
CCOCC(=O)Nc1cccc(Br)c1	-0.1%	i	1.4	5%	-1	-2	i	42	-1.8	1018	2%	1.4%	-8%
COC(=O)C1=C(C)N(c2ccc(C)c(C)c2)/C(=C/c2ccco2)C1=O	-1.0%	i	0.3	13%	7	5	i	62	0.2	1131	2%	21%	14%
CCN1CCN(c2oc(-c3ccco3)nc2C#N)CC1	0.6%	.	.	17%	.	.	i	37	0.3	1283	10%	0.9%	.
COc1ccc(C2Nc3ccccc3C(=O)N2c2ccccc2)cc1CSc1ccccn1 (stereo unspecified)	-0.9%	i	0.6	2%	17	5	i	45	-0.2	1169	-10%	3.0%	5%
N#Cc1c(NC(=O)C2CC2)sc2c1CCCCC2	-1.0%	i	0.5	11%	-4	-8	i	46	-2.8	530	-1%	13%	4%
COC(=O)C1=C(C)N(c2ccc(Cl)c(Cl)c2)C(=O)C1	1.3%	i	1.0	3%	39	5	i	14	-1.2	1127	2%	0.2%	5%
CCC(=O)Nc1ccc2oc(-c3ccccc3Br)nc2c1	0.2%	i	1.0	2%	67	72	i	58	4.8	590	-4%	?	0%
CC(C)OC(=O)CC(=O)CSc1nc(-c2ccc(F)cc2)cc(-c2ccccc2)c1C#N	-0.5%	i	0.2	5%	-59	-21	i	54	0.3	1106	-19%	2.9%	15%
CCC(=O)Nc1ccc2nc(SCC(=O)N3CCOCC3)sc2c1	0.6%	i	0.4	8%	4	4	i	33	-1.5	1126	-7%	1.7%	5%
CCOc1ccc(-c2nc3n(c(=O)c2C#N)CCCS3)cc1	-0.4%	+	0.8*	8%	-7	-2	i	5	0.0	1050	18%	2.2%	13%
O=C(Nc1ccccc1)Nc1ccccc1-n1ccnc1	-0.4%	i	0.0	1%	3	8	i	34	-0.5	1610	3%	0.2%	4%
CC(C)n1c(SCC(=O)Nc2nc3ccccc3s2)nc2c1c(=O)n(C)c(=O)n2C	0.1%	i	1.2	16%	-10	7	i	21	.	.	4%	4.5%	4%
CC(=O)C[C@@H](O)CC(=O)[C@H]1OC(=O)CC/C=C\Cc2ccccc21	.	i	1.5	.	.	.	i	43	.	.	.	-0.7%	3%
COc1ccc(S(=O)(=O)N(CC(=O)NN=C2CCN(C)CC2)c2cc(Cl)ccc2OC)cc1OC	-0.5%	i	0.6	7%	.	.	i	9	.	.	-2%	2.8%	7%
Cc1c(Cc2ccccc2)sc(NC(=O)/C=C/c2cccc3ccccc23)c1C(N)=O	-0.1%	?	.	1%	-5	2	i	20	1.4	1140	-15%	4.4%	3%
Cc1ccc(C(=O)/C=C/c2ccc(F)cc2)o1	0.0%	i	0.1	2%	-2	-14	i	12	-2.9	534	17%	0.8%	-6%

A few values from the list:
N#Cc1c(NC(=O)C2CC2)sc2c1CCCCC2 in West Nile antiviral reads -1.0%
COC(=O)C1=C(C)N(c2ccc(Cl)c(Cl)c2)C(=O)C1 in West Nile antiviral reads 1.3%

Following part.
SMILES	West Nile antiviral	Myeloid diff 2	Myeloid diff 2 GFP+ MAC1+ %	SV40 large T antigen	WT yeast gro inh	WT yeast gro inh mutant strain	T cell modulator	T cell modulator vesicle-bound %	bCat nuc transl	bCat nuc transl cell count 5 µM	Salmonella PhoP GFP	RSV CPE inhibition	Rac1 GTP hydrolysis
O=C1NC(c2ccccc2)C(C(=O)c2cccs2)C(O)(C(F)(F)F)N1 (stereo unspecified)	0.5%	i	0.9	7%	3	-1	i	50	-5.5	990	-6%	1.2%	10%
c1ccc(N2CCN(CCc3nnc4n3CCCCC4)CC2)cc1	-0.2%	i	1.9	-1%	2	0	i	25	-1.7	1193	-3%	-0.1%	6%
Cn1cc(CCC(=O)NCc2cccc(Cl)c2)c2ccccc21	0.6%	i	0.6	5%	.	.	i	24	.	.	-9%	4.4%	.
CCCC(=O)N1CCN(c2ccc(NC(=O)c3ccc(N4CCCC4)c([N+](=O)[O-])c3)cc2Cl)CC1	.	i	0.4	17%	.	.	i	30	.	.	.	22%	5%
Cc1cc(=O)[nH]c(/N=C(\N)Nc2ccc(Oc3ccccc3)cc2)n1	0.9%	i	0.4	12%	.	.	i	52	-0.3	1395	2%	18%	1%
COc1ccc(/C=C/C(=O)NC(=S)N2CCN(C)CC2)cc1	-0.2%	i	0.5	5%	0	-15	i	66	-3.6	1087	8%	-1.0%	3%
COc1ccc(N2CCN(C(=O)c3nn(C)c4c3CS(=O)(=O)c3ccccc3-4)CC2)cc1	0.1%	i	2.7	25%	.	.	i	24	.	.	-7%	5.4%	16%
COc1cccc(Oc2coc3c(CN4CCOCC4)c(O)ccc3c2=O)c1	0.3%	i	1.3	-1%	-11	13	i	20	-2.9	1028	-2%	1.8%	-6%
Cc1ccc(NC2CCCN(C(=O)c3cc4ncccn4n3)C2)cc1C (stereo unspecified)	-0.2%	i	3.6	24%	.	.	i	59	.	.	-12%	0.4%	15%
O=C(NCc1ccncc1)Nc1ccccc1	2.0%	i	0.9	9%	-2	3	i	36	.	.	-6%	0.4%	4%
O=P(CCC(F)(F)F)(CCC(F)(F)F)CCC(F)(F)F	-0.1%	i	1.7	4%	-15	2	i	25	-2.3	1210	-2%	2.7%	1%
O=C(Nc1ccccc1)OCc1cc(-c2ccc(Cl)cc2)on1	.	i	2.0	4%	38	5	i	52	-0.4	1341	1%	3.7%	7%
O=C(COC(=O)c1cc(Cl)nc2ccccc12)c1ccc(Cl)cc1	0.4%	i	0.7	2%	13	-23	i	5	-3.4	1090	-4%	1.0%	-19%
COCC(=O)N1CCCC(C(=O)c2ccc(C(F)(F)F)cc2)C1 (stereo unspecified)	-0.5%	i	0.3	7%	.	.	i	60	.	.	3%	0.9%	5%
O=C(Nc1ccccc1)c1ccc(-n2cnnn2)cc1	0.4%	i	0.2	4%	.	.	i	11	.	.	1%	1.2%	0%
COC(=O)c1ccc(OC)c(CSc2nnc(COc3cccc(C)c3)o2)c1	-0.2%	i	1.0	4%	43	11	i	27	-7.7	1232	-2%	14%	11%
Cn1c(=O)c2c(nc(SCCNS(=O)(=O)c3ccccc3)n2C)n(C)c1=O	-0.9%	i	1.6	17%	12	4	i	44	-0.9	748	-8%	0.8%	-5%
O=C(NC1CCSc2ccccc21)c1ccccc1F (stereo unspecified)	-0.1%	i	0.9	-3%	.	.	i	10	.	.	11%	0.5%	1%
COc1ccc(C(=O)O)nc1C	-0.4%	i	0.3	17%	.	.	i	15	-1.8	1277	-3%	2.3%	6%
CN(c1ccccc1)C1CCCCC1NS(=O)(=O)c1ccc(Cl)cc1 (stereo unspecified)	0.2%	i	0.0	15%	65*	35*	i	43	2.8	1115	-4%	6.8%	7%
C=CCn1c(COc2ccc(Cl)cc2)nnc1SCC(=O)NCC(=O)OCC	0.2%	i	0.3	16%	4	21	i	24	2.6	762	-10%	0.3%	9%
CCOc1ncccc1C(=O)OCc1ccc([N+](=O)[O-])cc1	-0.4%	i	0.3	12%	8	2	i	28	1.9	1001	3%	0.1%	8%
CCCCCCCN1C2=NCCCN2c2ccccc21	-2.3%	i	0.5	10%	32	21	i	63	0.1	1522	8%	-0.7%	2%
COCc1ccc(CN2CCc3c([nH]c4ccccc34)C2C(C)(C)C)o1 (stereo unspecified)	-0.2%	i	2.9	16%	-4	-5	i	8	-1.8	1014	4%	1.9%	-6%
CCOC(=O)/C(C#N)=C/Nc1ccccc1NS(=O)(=O)c1cccc(C(C)=O)c1	-0.6%	i	0.2	3%	15	12	i	45	-3.8	1115	4%	-0.5%	6%
CCOC(=O)CSc1nc(C(C)(C)C)cc(C(F)(F)F)c1C#N	0.7%	i	0.8	4%	-12	1	i	33	-2.3	1193	-10%	1.0%	4%
CN(C)c1ccc(CNCCC(Cc2ccccc2)c2ccco2)cc1 (stereo unspecified)	-0.8%	i	0.2	18%	.	.	i	25	1.1	1237	-1%	16%	3%
CC(=O)c1ccc2cccc3c2c1N=CN3C	.	+	19*	-29%	-9	-6	i	29	5.1	1225	-5%	14%	10%
COc1ccccc1OC(C)C(=O)Nc1ccccc1C(=O)NCc1cccnc1 (stereo unspecified)	0.0%	i	3.9	3%	.	.	i	38	.	.	-3%	0.7%	0%
Cc1c(C(=O)OCc2nc3ccsc3c(=O)[nH]2)oc2ccccc12	.	i	0.4	.	.	.	i	40	.	.	.	1.2%	7%

Hits appear at their usual frequency. About 3.6% of those tested had a hit in this group.
